Screening results (PubChem)
All columns: NCI-60 one-dose screen, growth in % after 48 h at 10 µM unless noted; 100 = growth as untreated, 0 = no growth, -100 = all killed.
A549/ATCC – A549/ATCC NSCLC. 81,000 compounds, 3.7% hits. AID 1794740
SK-MEL-5 – SK-MEL-5 melanoma; 80,000 compounds, 6.4% hits; AID 1794755
CCRF-CEM – CCRF-CEM leukemia; 77,000 compounds, 7% hits; AID 1794778
LOX IMVI – LOX IMVI melanoma | 79,000 compounds, 7.4% hits
M14 – M14 melanoma; 80,000 compounds, 6.2% hits; AID 1794745
HOP-62 – HOP-62 NSCLC; 80,000 compounds, 3.9% hits
HOP-92 – HOP-92 NSCLC cells | 71,000 compounds, 6.3% hits | AID 1794738
EKVX – EKVX NSCLC; 71,000 compounds, 3% hits; AID 1794765
* marks the source's active call; other numbers are inactive results; nt = not tested or not shown; & = joins results of further samples; [ ] = another dose, or the depositor's remark. The calls were made as follows: active = growth percent below 10; inactive = the rest.

SMILES	A549/ATCC	SK-MEL-5	CCRF-CEM	LOX IMVI	M14	HOP-62	HOP-92	EKVX
Cc1ccc2c(c1)/C(=N/c1nc(-c3ccc(Cl)cc3)cs1)C(=O)N2	73	94	89	91	90	89	nt	83
O=C(/C=C/c1cc(CN2CCOCC2)c(O)c2ncccc12)c1cc(CN2CCOCC2)c(O)c2ncccc12	2.7*	nt	27	19	31	16	-4.7*	23
O=c1sn(CCCl)c(=O)n1Cc1ccc(Cn2c(=O)sn(CCCl)c2=O)cc1	89	101	83	94	90	77	94	93
CC(=O)c1ccc(Sc2ccccc2)cc1	85	101	106	96	111	87	104	103
O=C(CSc1nc2ccccc2[nH]1)c1cc2ccccc2o1	105	100	110	98	101	95	103	91
CSc1nccc(-c2c(-c3ccc(N)cc3)nc3sccn23)n1	99	100	102	98	101	105	90	nt
CCOC(=O)c1cnc2ccccc2c1Cl	104	88	118	86	92	100	70	103
Cc1ccc(C(=O)C[n+]2ccc3ccccc3c2)c(O)c1	102	94	96	86	88	91	93	106
O=C(CN1CCNCC1)N1CCCC1	103	109	98	96	94	107	90	98
CCn1c(SCC(=O)c2ccc(C)cc2)nnc1-c1ccncc1	107	101	107	101	103	105	117	106
CCOC(=O)C(Cc1ccccc1)P(=O)(OCC)OCC (stereo not drawn)	94	101	95	95	101	110	91	nt
O=c1c2cc(F)ccc2sc2c(NCCNc3ccccn3)nc3ccccc3c12	100	99	97	98	108	101	92	93
CCOC(=O)c1c(C(=O)OCC)c2cc(-c3ccn4c(C(=O)c5ccccc5)c(C(=O)OCC)c(C(=O)OCC)c4c3)ccn2c1C(=O)c1ccccc1	92	nt	73	85	101	97	52	90
NN1C(=O)CSC1=S	65	104	108	99	98	82	102	99
Cc1ccc(NC(=O)c2sc3nc4c(cc3c2N)C(=O)CCC4)c(Br)c1	92	98	103	103	105	95	107	90
Cc1c(C(=O)Nc2ccc(F)cc2)sc2c(=O)[nH]cnc12	92	107	91	102	110	103	nt	103
Cc1nnc(SCc2nc3sc4c(c3c(=O)[nH]2)CCCC4)[nH]c1=O	119	104	85	92	124	120	115	103
COc1ccc(S(=O)(=O)Nc2cc(/C=C\c3cc(OC)c(OC)c(OC)c3)cc(OC)c2OC)cc1	21	-6.9*	14	22	16	53	20	nt
Cn1cc(-c2csc(-c3cn(CCOC(N)=O)c4ccccc34)n2)c2cccnc21	67	72	74	79	71	74	83	69
O=C([O-])C1CCCCC1[I+]c1ccccc1 (stereo not drawn)	102	100	106	98	106	93	90	102
COc1ccc(/C=C/C(=O)c2ccc(Nc3ccnc4cc(Cl)ccc34)cc2)cc1	103	68	-52*	90	88	72	38	86
Cn1cc(C(Nc2nc(-c3ccccc3)cs2)c2ccc(Br)cc2)c2ccccc21 (stereo not drawn)	90	91	97	82	95	115	71	nt
Cc1ccc(-c2cc(C=C3C(=O)NC(=S)NC3=O)nn2-c2ccccc2)cc1	99	94	92	105	102	98	90	98
CCOc1ccccc1NC(=O)N/C(N)=N/c1nc2ccccc2s1	14	-41*	0.3*	1.0*	13	34	-13*	43

Complete entries as entered above. Values in the order: A549/ATCC | SK-MEL-5 | CCRF-CEM | LOX IMVI | M14 | HOP-62 | HOP-92 | EKVX
Profile of Cc1nnc(SCc2nc3sc4c(c3c(=O)[nH]2)CCCC4)[nH]c1=O → 119 | 104 | 85 | 92 | 124 | 120 | 115 | 103
Profile of Cc1c(C(=O)Nc2ccc(F)cc2)sc2c(=O)[nH]cnc12 → 92 | 107 | 91 | 102 | 110 | 103 | nt | 103

Going on with the list.
SMILES	A549/ATCC	SK-MEL-5	CCRF-CEM	LOX IMVI	M14	HOP-62	HOP-92	EKVX
Cc1cccc(C)c1NN	99	97	99	103	94	99	73	99
Cc1cc(=O)n(-c2nc(-c3ccco3)c(C#N)c(=O)[nH]2)[nH]1	105	105	101	95	105	92	104	106
Nc1ccccc1C(=O)N[C@@H]1CC(=O)c2ccccc2NC1=O	98	100	102	99	97	97	80	100
CC(=O)OCC(=O)[C@H]1CC[C@H]2[C@@H]3CCC4=CC(=O)C=C[C@]4(C)[C@H]3CC[C@]12C	90	90	114	94	96	98	83	82
CC(=O)c1ccc(NNc2ccccc2)cc1	64	95	70	31	30	69	94	77
CCN(CC)CCN(Cc1ccccc1)C(=O)C1c2ccccc2Oc2ccccc21	95	91	100	81	84	88	58	82
Cc1ccc(C)c(N=NC(C#N)C#N)c1	103	101	100	100	97	94	109	99
COc1cc(-c2nn(C(C)(C)C)cc2-c2ccnc(NCCCNS(=O)(=O)c3ccc(Cl)cc3)n2)ccc1F	50	74	37	44	39	102	65	42
C=CCOC(=O)C1CCC2OC2C1 (stereo not drawn)	104	106	nt	47	97	99	nt	nt
Clc1ccc(C2CC(c3cccc(Nc4ccnc5cc(Cl)ccc45)c3)=NN2c2ccc(Cl)cc2)cc1 (stereo not drawn)	87	93	82	97	87	108	89	nt
Nc1cc(F)ccc1[N+](=O)[O-]	116	nt	110	100	94	110	89	100
CC(CC(CCC(CC(C)CC(C)(C)C)N(C)C)N(C)C)CC(C)(C)C (stereo not drawn)	85	95	73	74	15	82	34	86

In the list so far, these have an aryl methoxy group:
SMILES	A549/ATCC	SK-MEL-5	CCRF-CEM	LOX IMVI	M14	HOP-62	HOP-92	EKVX
COc1ccc(S(=O)(=O)Nc2cc(/C=C\c3cc(OC)c(OC)c(OC)c3)cc(OC)c2OC)cc1	21	-6.9*	14	22	16	53	20	nt
COc1ccc(/C=C/C(=O)c2ccc(Nc3ccnc4cc(Cl)ccc34)cc2)cc1	103	68	-52*	90	88	72	38	86
COc1cc(-c2nn(C(C)(C)C)cc2-c2ccnc(NCCCNS(=O)(=O)c3ccc(Cl)cc3)n2)ccc1F	50	74	37	44	39	102	65	42

(list continues)
SMILES	A549/ATCC	SK-MEL-5	CCRF-CEM	LOX IMVI	M14	HOP-62	HOP-92	EKVX
COc1ccc(-c2nc3c(c(-c4ccccc4)nn3-c3ccccc3)c(-c3ccc(N4CCCCC4)cc3)c2C#N)cc1	104	98	100	101	100	94	91	98
CCCCC(CC)OC(=O)c1ccc(OC)cc1 (stereo not drawn)	67	99	97	101	93	84	97	96
O=C1CC(c2ccc3c(c2)OCO3)c2ncn(-c3ccc(Cl)cc3)c2N1 (stereo not drawn)	49	25	28	52	-2.0*	60	70	68
C[C@]12CCC(=O)C=C1[C@@H](O)C[C@@H]1[C@@H]2[C@@H](O)C[C@@]2(C)[C@H]1CC[C@]2(O)C(=O)CO	86	108	91	103	101	92	nt	98
C#CC#CC#CC#CC#CC#CC#CC#CCC1OCC(COC(=O)O[C@@H](C(=O)O[C@H]2C[C@@]3(O)[C@@H](OC(=O)c4ccccc4)[C@@H]4[C@]5(OC(C)=O)CO[C@@H]5C[C@H](O)[C@@]4(C)C(=O)[C@H](OC(C)=O)C(=C2C)C3(C)C)[C@@H](NC(=O)c2ccccc2)c2ccccc2)O1 (stereo partly drawn)	19	23	12	27	-22*	30	58	45
CCCCCc1c(-c2n[nH]c(C)c2CCCCC)n[nH]c1C	92	92	76	85	107	92	93	86
CCc1c(C(=O)N[C@H]2c3cc(Cl)ccc3CC[C@@H]2O)[nH]c(C)c1C(C)=O	80	99	83	94	96	86	91	96
O=c1[nH]c(=O)c2ccccc2o1	96&105	104	92	94	93&104	86&109	nt	102&97
Cc1ccc(C(OC(=O)C2CCc3cc(F)ccc3O2)C(=O)NC(C)(C)C)cc1 (stereo not drawn)	62	83	87	62	78	77	64	83
CN(C)c1ccc(/C=N/Nc2nc(N/N=C/c3ccc(N(C)C)cc3)nc(N3CCOCC3)n2)cc1	75	100	13	88	103	106	109	95
CN(CCn1sc(=O)n(Cc2ccccc2)c1=O)Cc1ccc2c(Cl)cc(Cl)c(O)c2n1	33	59	28	31	49	25	36	36
O=C1Nc2ccc(F)cc2/C1=N/N=C/c1ccccc1F	102	96	27	77	nt	98	90	86
COC(=O)c1cc(Cl)cc(C(=O)OC)c1	105	107	115	98	106	96	nt	92
COCC1OC(OC2(COC)OC(COC)C(OC)C2OC)C(OC)C(OC)C1OC (stereo not drawn)	108	100	100	99	nt	103	101	108
COc1cccc(-c2nn(-c3ccccc3)cc2-c2ccnc(NCCCNS(=O)(=O)c3ccccc3)c2)c1	36	11	14	33	30	64	19	46
O=C1/C(=C/C2C=Nc3ccccc32)SC(c2ccc(Br)cc2)N1n1cnnc1 (stereo not drawn)	94	101	103	92	94	68	89	94
COc1cc(OC)cc(C(=O)Nc2cccc(Cn3c(=O)[nH]c4ccc(Oc5ncccn5)cc4c3=O)c2)c1	93[9.25 µM]	86[9.25 µM]	96[9.25 µM]	97[9.25 µM]	107[9.25 µM]	103[9.25 µM]	89[9.25 µM]	90[9.25 µM]
CC(=O)Oc1ccc(C2(c3ccc(OC(C)=O)cc3)C(=O)Nc3ccccc32)cc1	98&96	95&97	87&98	47&54	99&112	93&109	44&68	86&86
O=C(CSc1nnc(-c2ccc(-c3nc4ccccc4[nH]3)cc2)o1)Nc1ccccc1	52	83	59	3.5*	60	63	54	94
Fc1ccc(NC(=S)NN=C(c2ccccc2)c2ccccc2)cc1	94	103	81	109	115	107	94	87
COC(=O)CSSCc1ccc([N+](=O)[O-])cc1	88	101	42	78	104	108	101	111
O=c1cc(-c2ccc(O)cc2)oc2c(O)c(O)c(O)c(O)c12	102	106	92	96	101	90	110	118
COc1ccc(NC(=O)CSc2ccc(-c3ccccc3)nn2)cc1	105	100	98	77	96	101	99	102
CCCC(=O)n1nc(C(=O)OCC)c2ccccc21	103	102	97	99	104	109	99	104

A few values from the results shown.
Entry of Cc1ccc(C(OC(=O)C2CCc3cc(F)ccc3O2)C(=O)NC(C)(C)C)cc1 (stereo not drawn) in EKVX: 83
Entry of CC(=O)c1ccc(NNc2ccccc2)cc1 in A549/ATCC: 64
Entry of Nc1ccccc1C(=O)N[C@@H]1CC(=O)c2ccccc2NC1=O in M14: 97
Entry of Cc1cc(=O)n(-c2nc(-c3ccco3)c(C#N)c(=O)[nH]2)[nH]1 in A549/ATCC: 105

Continued:
SMILES	A549/ATCC	SK-MEL-5	CCRF-CEM	LOX IMVI	M14	HOP-62	HOP-92	EKVX
COS(=O)(=O)CCN(CCOS(C)(=O)=O)S(C)(=O)=O	90	104	nt	96	94	109	89	nt
O=C1/C(=C\c2cccc(OCCCCCOc3ccc(Cl)cc3)c2)N=C2SCCCN12	46	-6.8*	56	67	44	71	48	37
O=C(O)c1ccc(-n2cc(CNc3ccc(Br)cc3)c(-c3ccc(C(F)(F)F)cc3)n2)cc1	66	74	79	86	85	76	95	71
CCOC(CCCCCOCc1ccccc1)OCC	97	105	103	93	108	105	89	95
O=C(CSc1nnc(-c2ccc3nc(-c4ccc(Cl)cc4)[nH]c3c2)o1)Nc1ccc(Br)cc1	-55*	-37*	6.1*	-100*	-84*	-67*	-11*	28
CC(C)(C)c1ccc(COc2ccc(/C=C3\C(=O)Nc4ccc(Cl)cc43)cc2)cc1	103	75	91	93	100	103	110	91
O=C(Nc1ccc(NC(=O)Nc2cc(C(F)(F)F)ccc2Oc2ccc(Cl)c(Cl)c2)cc1)Nc1cc(C(F)(F)F)ccc1Oc1ccc(Cl)c(Cl)c1	103	103	100	nt	110	99	105	104
O=C1/C(=C\c2cccn2CCCCn2c3ccccc3c(=O)c3ccccc32)c2ccccc2N1c1c(Cl)cccc1Cl	93	99	103	98	96	104	71	89
COc1cc(-c2nc(SCCC(C)C)nc(Nc3ccccc3Cl)c2C#N)cc(OC)c1OC	92	89	92	101	97	110	91	93
CC1=NN(C(=O)c2sc3nnc(-c4ccccc4)c(-c4ccccc4)c3c2O)C(=O)C1	85	80	49	98	87	83	70	74
CCOC(=O)[C@@H]1[C@H](c2ccc(OC)cc2)[C@H]([N+](=O)[O-])[C@H](c2cn(-c3ccccc3)nc2C)N1Cc1ccccc1	76	98	70	97	91	82	70	nt
CC(=O)N1C2=CCCC3CCCCC23c2ccccc21 (stereo not drawn)	94	86	84	97	98	nt	nt	86
CCc1cccc(NC(=O)CNc2cc(S(=O)(=O)N(C)C)cc(C)c2C)c1	85	83	nt	90	100	74	72	51
CC1=C(c2cc(-c3ccccc3O)c(C#N)c(=O)[nH]2)C(c2ccccc2)NC(=S)N1 (stereo not drawn)	107	99	84	83	103	103	106	102
O=C1NC(=O)/C(=C\c2cn(-c3ccccc3)nc2-c2ccc(F)cc2)S1	68	69	94	61	89	91	nt	69
COc1ccc(C(=O)NC2C(O)c3ccccc3N3C(=O)CCC23O)cc1 (stereo not drawn)	106	99	112	91	95	112	88	87
CCCC(C)(O)CCC(C)(O)CCC (stereo not drawn)	100	nt	107	101	91	93	118	nt
O=c1[nH]n(-c2ccccc2)c2ccccc12	107	101	97	111	107	112	95	103
CS(=O)(=O)Nc1cc(-c2ccc3ncc(C#N)c(NCc4cccc(F)c4)c3c2)cnc1Cl	7.5*	-97*	15	-55*	nt	-6.4*	-16*	-7.1*
CCOc1nc(-c2ccccc2)cc2c(O)c(C(=O)O)[nH]c(=O)c12	108	91	83	95	102	98	28	98
O=C1c2ccccc2-c2ccc(NC(=O)C(F)(F)F)cc21	101	100	81	100	99	96	116	94
Cc1ccc(NC(=O)/C=C/c2ccc(OCCCOc3ccc4c(C)cc(=O)oc4c3)cc2)cc1	83	77	99	69	88	49	36	83
COc1ccc(-c2nc(SC(C)C)nc(NN)c2C#N)cc1	69	58	54	42	75	60	84	77
CCN1C(=O)N(CC)C2Nn3c(s/c(=C\c4cccc(F)c4)c3=O)=NC21 (stereo not drawn)	73	43	nt	70	90	68	49	79
Cc1nn(-c2ccccc2)c(N2CCCCC2)c1-c1nc2ccccc2[nH]1	99	95	90	88	94	88	89	94
CCc1c(C(=O)Nc2nc3ccc(F)cc3s2)nnn1-c1ccccc1F	85	86	103	98	90	105	77	88
COc1ccc(Nc2cc(C)nc(N3CCN(c4ccnc5cc(Cl)ccc45)CC3)n2)cc1	26	nt	16	nt	27	37	25	nt
C=CCCCCCCCCC1OC(C)CC(C)O1 (stereo not drawn)	81	93	92	99	94	91	87	95
Nc1nc(N)c2[nH]cnc2n1	80	98	98	83	88	89	78	98
